TDP1 inh: TDP1 (human) enzyme inhibition | Q9NUW8 | recombinant TDP1, AlphaScreen DNA substrate cleavage | Potency, µM (titrated, usually from 130 µM), inactives show at the highest dose activity change, negative = inhibition, hits mostly inhibitors | 350,000 compounds, 0.28% hits | AID 485290; also: nearly all actives have a fitted effect of over 40% in size
Target sequence (Q9NUW8 whole entry, looked up): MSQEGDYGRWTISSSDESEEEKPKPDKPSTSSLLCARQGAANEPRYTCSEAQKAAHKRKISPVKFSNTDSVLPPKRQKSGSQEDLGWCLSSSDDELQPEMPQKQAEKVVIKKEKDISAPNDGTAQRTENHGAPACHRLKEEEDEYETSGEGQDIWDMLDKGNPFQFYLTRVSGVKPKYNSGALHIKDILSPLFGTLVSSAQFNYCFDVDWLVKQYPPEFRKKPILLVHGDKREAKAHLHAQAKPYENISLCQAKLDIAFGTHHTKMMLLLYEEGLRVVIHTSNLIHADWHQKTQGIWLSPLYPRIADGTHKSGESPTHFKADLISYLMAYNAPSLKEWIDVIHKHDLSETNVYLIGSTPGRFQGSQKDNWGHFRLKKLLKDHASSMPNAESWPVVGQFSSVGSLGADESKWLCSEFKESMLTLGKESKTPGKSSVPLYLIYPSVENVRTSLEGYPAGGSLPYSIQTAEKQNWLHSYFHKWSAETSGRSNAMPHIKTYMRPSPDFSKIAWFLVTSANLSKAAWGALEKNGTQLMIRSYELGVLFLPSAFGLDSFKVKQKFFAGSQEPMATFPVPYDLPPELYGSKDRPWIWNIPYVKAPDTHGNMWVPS
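AlphaScreen read-out: signal falls as enzyme removes the 3' tyrosine-FITC from a 5'-biotinylated DNA oligo (15 nM, 5 min, RT). Enzyme was E. coli-made recombinant Tdp1 at 1 nM, exposed to compound for 15 min beforehand; beads 10 ug/ml, 10 min.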
N370S GC mod: inhibits or activates N370S mutant glucocerebrosidase; 330,000 compounds, 0.092% hits; Potency, µM (series often up to 59.4 µM), without a hit: at the highest dose activity change, negative = inhibition, actives largely listed as inhibitors; N370S GC spleen homogenate, 4MU-glucoside fluorescence;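 also: 0% = full enzyme activity and -100% = no enzyme basal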
DT40 TDP1 no CPT: qHTS for Inhibitors of human tyrosyl-DNA phosphodiesterase 1 (TDP1): qHTS in cells in absence of CPT; DT40 Tdp1-/- hTDP1 cells, no CPT, ATP luminescence, 48 h; Potency, µM (highest dose often 46.2 µM), for inactives: at the top dose activity change, negative = growth inhibition, hits mostly inhibitors; 420,000 compounds, 15% hits; also: nearly all actives have a fitted effect of over 55% in size
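Cells were dispensed at 400 per well, compounds added by pin tool, plates incubated ≥48 hr at 37 °C, then CellTiter-Glo added for 30 min at room temperature before luminescence reading. Line: DT40 Tdp1-/- complemented with hTDP1; camptothecin omitted.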
Starred values were filed as active, the others as inactive; [ ] = remark or other dose. Calls follow the shape of the dose curve; as a rule, active = well fitted curve in the direction sought with a large enough effect; inconclusive = small, poorly fitted or top-dose-only effect, or another doubt; inactive = no such curve, though single readings can be large; an effect the other way counts as inactive or inconclusive. Unless noted, % is scaled to controls: 0 for no effect and ±100 for the full control effect; potency is read from the fitted curve at half-maximal effect. These rows are one share of the data; the hit share may differ from the screen's.

Cc1ccc(C(NC(=O)/C=C\c2ccc3c(c2)OCO3)C(=O)Nc2ccc3c(c2)OCO3)cc1 (stereo not drawn) was read as TDP1 inh 5%, N370S GC mod 13% and DT40 TDP1 no CPT -6%.
Screening Cc1ccc2c(c1)c(C)c(C)n2CC(O)CN1CCCCC1C (stereo not drawn) returned TDP1 inh 3%, N370S GC mod 1% and DT40 TDP1 no CPT inconclusive.
`CCOc1cc(NC(=O)c2cnccn2)c(OCC)cc1NC(=O)c1ccc(OC)cc1` gave TDP1 inh 7% and N370S GC mod 0%.
Screening Cc1cc(OCC(=O)NCCCn2ccnc2)c2c(C)cc(=O)oc2c1 returned TDP1 inh 1%, N370S GC mod -5% and DT40 TDP1 no CPT 15%.
CC1=C(C(=O)NCc2ccccc2)C(c2ccccc2OCC(N)=O)NC(=O)N1 (stereo not drawn) was read as TDP1 inh 2%, N370S GC mod 15% and DT40 TDP1 no CPT 3%.
For COc1c(O)cc(O)c2c(=O)cc(-c3ccccc3)oc12 the results were TDP1 inh 0% and DT40 TDP1 no CPT inconclusive.
For Cc1oc2cc(O)ccc2c(=O)c1Oc1ccc2ccccc2c1 the results were TDP1 inh 4%, N370S GC mod -24% and DT40 TDP1 no CPT 1%.
For O=C(c1cccc(S(=O)(=O)N2CCOCC2)c1)N(CCO)Cc1ccccc1 the results were TDP1 inh 4%, N370S GC mod -8% and DT40 TDP1 no CPT 0%.
For CC(=NCc1ccco1)c1c(C(F)(F)F)[nH]n(-c2nc3ccccc3s2)c1=O the results were TDP1 inh -2% and DT40 TDP1 no CPT inconclusive.
For Cn1c(SC2C(=O)CC(C)(C)CC2=O)nnc1-c1ccco1 the results were TDP1 inh -3%, N370S GC mod 3% and DT40 TDP1 no CPT -8%.
`CCCCCCSc1ccc(-c2nc3ccc(C)cn3c2NC2CCCCC2)cc1` gave TDP1 inh 0%, N370S GC mod inconclusive and DT40 TDP1 no CPT 18µM*.
`CC(C)C[C@H](NC(=O)[C@H](O)[C@H](N)Cc1ccccc1)C(=O)O` gave TDP1 inh 9%[56.1 µM] and N370S GC mod -1%.
COc1ccc(S(=O)(=O)NCCSCc2ccco2)cc1 was read as TDP1 inh 3%, N370S GC mod -9% and DT40 TDP1 no CPT inconclusive.
`COC(=O)c1cc(OC)c(OC)cc1NC(=O)c1ccc(C)o1` gave TDP1 inh 8%, N370S GC mod -5% and DT40 TDP1 no CPT 18µM*.
Screening O=C(CSc1nccn1-c1ccc(Cl)cc1)Nc1ccc(Cl)c(Cl)c1 returned TDP1 inh 9% and DT40 TDP1 no CPT inconclusive.
COc1ccc(NC(=O)Cn2ncc(Cl)c(Cl)c2=O)cc1S(=O)(=O)N1CCOCC1 was read as TDP1 inh -1%, N370S GC mod 0% and DT40 TDP1 no CPT 10µM*.
For COc1cccc(CN(CC(=O)NC2CCCC2)C(=O)Cn2nnc(-c3cccs3)n2)c1 the results were TDP1 inh 0%, N370S GC mod 3% and DT40 TDP1 no CPT -28%.
Screening COc1cccc(C(C(=O)NC2CCCC2)N(C(=O)c2ccco2)c2ccc(-n3cnnn3)c(C)c2)c1OC (stereo not drawn) returned TDP1 inh 2%, N370S GC mod 0% and DT40 TDP1 no CPT 2.9µM*.
Screening Fc1cccc(Cn2cc(C(=S)N3CCOCC3)c3ccccc32)c1 returned TDP1 inh 3%, N370S GC mod 5% and DT40 TDP1 no CPT -28%.
For Cn1c(=O)n(C)c2cc(CNCc3ccc(F)cc3)ccc21 the results were TDP1 inh 1% and DT40 TDP1 no CPT -24%.

The list goes on; it opens with the seven that closed the last part.
`COC(=O)c1cc(OC)c(OC)cc1NC(=O)c1ccc(C)o1` gave TDP1 inh 8%, N370S GC mod -5% and DT40 TDP1 no CPT 18µM*.
Screening O=C(CSc1nccn1-c1ccc(Cl)cc1)Nc1ccc(Cl)c(Cl)c1 returned TDP1 inh 9% and DT40 TDP1 no CPT inconclusive.
COc1ccc(NC(=O)Cn2ncc(Cl)c(Cl)c2=O)cc1S(=O)(=O)N1CCOCC1 was read as TDP1 inh -1%, N370S GC mod 0% and DT40 TDP1 no CPT 10µM*.
For COc1cccc(CN(CC(=O)NC2CCCC2)C(=O)Cn2nnc(-c3cccs3)n2)c1 the results were TDP1 inh 0%, N370S GC mod 3% and DT40 TDP1 no CPT -28%.
Screening COc1cccc(C(C(=O)NC2CCCC2)N(C(=O)c2ccco2)c2ccc(-n3cnnn3)c(C)c2)c1OC (stereo not drawn) returned TDP1 inh 2%, N370S GC mod 0% and DT40 TDP1 no CPT 2.9µM*.
Screening Fc1cccc(Cn2cc(C(=S)N3CCOCC3)c3ccccc32)c1 returned TDP1 inh 3%, N370S GC mod 5% and DT40 TDP1 no CPT -28%.
For Cn1c(=O)n(C)c2cc(CNCc3ccc(F)cc3)ccc21 the results were TDP1 inh 1% and DT40 TDP1 no CPT -24%.
Cc1ccccc1NS(=O)(=O)c1ccc(C(=O)OCC(=O)NCC(C)C)cc1 was read as TDP1 inh 3%, N370S GC mod 10% and DT40 TDP1 no CPT 8%.
Screening O=C(Cc1csc(-c2ccccc2)n1)NCc1ccc(F)cc1 returned TDP1 inh 5%, N370S GC mod -1% and DT40 TDP1 no CPT -13%.
Cc1ccc(-n2nnnc2SCc2nnc(-c3ccccc3Br)o2)cc1 was read as TDP1 inh 2%, N370S GC mod 17% and DT40 TDP1 no CPT -26%.
O=C(CCN1C(=O)c2ccccc2C1=O)Nc1nc2ccccc2s1 was read as TDP1 inh -3%, N370S GC mod 22% and DT40 TDP1 no CPT -14%.
`COc1cc(/C=N/c2oc(C)c(C)c2C#N)cc(Br)c1O` gave N370S GC mod -25% and DT40 TDP1 no CPT 2%.
`COc1ccc(NC(=O)c2nc(SCc3ccc(F)cc3)ncc2Cl)cc1` gave TDP1 inh 0% and DT40 TDP1 no CPT inconclusive.
`Cc1c(Cl)c([N+](=O)[O-])nn1CC(=O)NC1CCCCC1` gave TDP1 inh -2%, N370S GC mod 3% and DT40 TDP1 no CPT -5%.
`Cc1ccc(/C=N/NC(=O)CNC(=O)COc2ccc(Cl)cc2)o1` gave TDP1 inh 1%, N370S GC mod 1% and DT40 TDP1 no CPT -6%.
Screening CCCSc1ccc([C@H]2N[C@@](Cc3ccccc3)(C(=O)OC)[C@H]3C(=O)N(C)C(=O)[C@@H]23)cc1 returned TDP1 inh 2% and DT40 TDP1 no CPT inconclusive.
`COC(=O)c1ccc(NC(=O)C(=O)NCCc2sc(-c3cccc(F)c3)nc2C)cc1` gave TDP1 inh 1% and DT40 TDP1 no CPT inconclusive.
Screening CCC(=O)N1CCc2cc(S(=O)(=O)NC(C(=O)NC(C)c3ccccc3)C(C)C)ccc21 (stereo not drawn) returned TDP1 inh 6%, N370S GC mod -6% and DT40 TDP1 no CPT -3%.
For Cc1cccc(C)c1OCc1cc(=O)n2ccsc2n1 the results were TDP1 inh 4% and DT40 TDP1 no CPT inconclusive.
`Cn1ccnc1Sc1nc2c(c(=O)n(C)c(=O)n2C)n1C` gave TDP1 inh 7%, N370S GC mod -17% and DT40 TDP1 no CPT -3%.
Screening CC1(C)C2CCC1(CS(=O)(=O)NCCc1c[nH]c3ccccc13)C(=O)C2 (stereo not drawn) returned TDP1 inh 4%[0.0935 µM], N370S GC mod -2% and DT40 TDP1 no CPT -19%.
Screening NC(=O)CC(NC(=O)Cc1cccc2ccccc12)c1ccc(N2CCCCCCC2)c([N+](=O)[O-])c1 (stereo not drawn) returned N370S GC mod -12% and DT40 TDP1 no CPT inconclusive.
Screening Cc1cccc(Oc2nc(-c3cccc([N+](=O)[O-])c3)nc3ccccc23)c1C returned TDP1 inh -1%, N370S GC mod 2% and DT40 TDP1 no CPT -27%.
For CC1CCC(C(C)C)C(OC(=O)CSc2n[nH]c(=O)[nH]c2=O)C1 (stereo not drawn) the results were TDP1 inh 4%, N370S GC mod -3% and DT40 TDP1 no CPT -16%.
`Cc1ccnc(NS(=O)(=O)c2cc(-c3cc(C)no3)ccc2C(C)C)c1` gave TDP1 inh 0%, N370S GC mod -1% and DT40 TDP1 no CPT 15%.
`Fc1ccccc1CNCc1ccc2c(c1)OCO2` gave N370S GC mod -2% and DT40 TDP1 no CPT -21%.
`Cc1ccc(O)c(NC(=O)C2CCCN2C(=O)OCc2ccccc2)c1` (stereo not drawn) gave TDP1 inh 1%, N370S GC mod -11% and DT40 TDP1 no CPT -2%.
For O=C(CSc1nc2ccccc2n1S(=O)(=O)c1ccccc1)N1CCCC1 the results were TDP1 inh 0%, N370S GC mod 26% and DT40 TDP1 no CPT -2%.
Cc1ccc(C(=O)c2oc3ccc(Cl)cc3c2NC(=O)CN2CCN(C)CC2)cc1 was read as TDP1 inh 7%, N370S GC mod -17% and DT40 TDP1 no CPT 21µM*.
Screening Cc1cc(C)cc(NS(=O)(=O)c2cc3[nH]c(=O)c(=O)[nH]c3cc2C)c1 returned TDP1 inh 4%, N370S GC mod inconclusive and DT40 TDP1 no CPT inconclusive.
Screening CCCN1C/C(=C/c2ccc3c(c2)OCO3)C(=O)/C(=C/c2ccc3c(c2)OCO3)C1 returned TDP1 inh 3%, N370S GC mod 7% and DT40 TDP1 no CPT 13µM*.
For Cc1cc2cc(CN3C(=O)c4ccccc4C3=O)ccc2n1C the results were TDP1 inh 3%, N370S GC mod 7% and DT40 TDP1 no CPT 7%.
CC1CC(C)CN(C(=O)COC(=O)COc2ccc(C#N)cc2)C1 (stereo not drawn) was read as TDP1 inh 0% and DT40 TDP1 no CPT -16%.
CN(C)c1ccc(CNC(=O)c2cnc3sc(N4CCCCCC4)nn3c2=O)cc1 was read as TDP1 inh 7% and DT40 TDP1 no CPT inconclusive.
Screening COc1ccc(-c2cc(C(F)(F)F)n3nc(C(=O)O)c(Cl)c3n2)cc1OC returned TDP1 inh -1%[12.3 µM] and DT40 TDP1 no CPT -10%.
Cc1cc(/C=C2/NC(=O)NC2=O)c(C)n1-c1sc2c(c1C#N)CCCC2 was read as TDP1 inh 8%, N370S GC mod 8% and DT40 TDP1 no CPT inconclusive.
`COCCN(CC(=O)Nc1cccc(C)c1C)C(=O)c1cc2ccccc2cc1OC` gave TDP1 inh 0%[56.1 µM] and DT40 TDP1 no CPT inconclusive.
Screening CCN(CCCNC(=O)C1CCN(S(=O)(=O)c2cnc[nH]2)CC1)c1cccc(C)c1 returned TDP1 inh 1%, N370S GC mod inconclusive and DT40 TDP1 no CPT 0%.
`O=C(NC1CCN(Cc2ccccc2)CC1)c1cccc(OC(F)F)c1` gave N370S GC mod 0% and DT40 TDP1 no CPT -20%.
For O=c1c2[nH]c3ccc(F)cc3c2nc2n1CCS2 the results were TDP1 inh 6%, N370S GC mod -2% and DT40 TDP1 no CPT inconclusive.
For O=C(CN(Cc1ccccc1)C(=O)c1csnn1)NCCc1ccccc1 the results were TDP1 inh 10%, N370S GC mod -3% and DT40 TDP1 no CPT 1%.
Screening CC1CC(C)CN(CC(=O)Nc2cc(S(=O)(=O)N3CCOCC3)ccc2N2CCCC2)C1 (stereo not drawn) returned TDP1 inh 2% and DT40 TDP1 no CPT inconclusive.
`Cc1ccc(OCC(=O)N2CCN(C3=NS(=O)(=O)c4ccccc43)CC2)cc1` gave TDP1 inh 4%, N370S GC mod -4% and DT40 TDP1 no CPT -10%.
CC(C)(C)[C@H]1COC(=O)[C@@H](NC(=O)OCC2c3ccccc3-c3ccccc32)C/C=C\C[C@@H](CC(=O)N[C@@H](CO)Cc2ccccc2)C(=O)N1 was read as TDP1 inh -1% and DT40 TDP1 no CPT 6.5µM*.
O=C(/C(=C(\O)c1ccccc1)c1nc2ccccc2[nH]1)c1ccccc1 was read as N370S GC mod -12% and DT40 TDP1 no CPT inconclusive.
For CCCNS(=O)(=O)c1ccc(OCC(=O)NCCC2=CCCCC2)cc1 the results were TDP1 inh 0% and DT40 TDP1 no CPT -20%.
Cc1cccc(CCNC(=O)c2cc(S(=O)(=O)N3CCOCC3)cn2C)c1 was read as N370S GC mod -1% and DT40 TDP1 no CPT -1%.
For Cc1nn(-c2ccccc2)nc1C(=O)Oc1cc(C(F)(F)F)nn1-c1ccccc1 the results were TDP1 inh 6%, N370S GC mod -6% and DT40 TDP1 no CPT -8%.
Screening Cc1cc(C)c(S(=O)(=O)c2ccccc2)c(OC(=O)c2c(F)cccc2F)n1 returned TDP1 inh 3%, N370S GC mod 2% and DT40 TDP1 no CPT -25%.
For COCCNS(=O)(=O)c1cc(C)c(C)cc1C the results were TDP1 inh 10%, N370S GC mod 6% and DT40 TDP1 no CPT -20%.
Screening COc1ccc(NC(=O)CCCn2c(=O)oc3ccccc32)cc1Cl returned TDP1 inh 1%, N370S GC mod 5% and DT40 TDP1 no CPT 10%.
`S=C1NCN(Cc2cccnc2)CN1Cc1ccccc1` gave N370S GC mod -1% and DT40 TDP1 no CPT inconclusive.
Screening CC(=O)Nc1ccc(Nc2nc(-c3sc(NC(C)=O)nc3C)cs2)cc1 returned N370S GC mod -24% and DT40 TDP1 no CPT 13µM*.

Screening results (PubChem BioAssay)
